PLK1 PBD inh: inhibitors of human PLK1 polo-box domain binding; P53350; Plk1 PBD binding of FITC phosphopeptide, fluorescence polarization; Potency, µM, for the others: max response, negative = inhibition, usual class: inhibitors; actives 2.8% (n = 360,000); also: potency is read from the fitted curve at half-maximal effect; series mostly up to about 57 µM; % is scaled to controls: 0 for no effect and ±100 for the full control effect; nearly all actives have a fitted effect of over 65% in size
Target sequence (P53350 whole entry, looked up, the tested form may be a part): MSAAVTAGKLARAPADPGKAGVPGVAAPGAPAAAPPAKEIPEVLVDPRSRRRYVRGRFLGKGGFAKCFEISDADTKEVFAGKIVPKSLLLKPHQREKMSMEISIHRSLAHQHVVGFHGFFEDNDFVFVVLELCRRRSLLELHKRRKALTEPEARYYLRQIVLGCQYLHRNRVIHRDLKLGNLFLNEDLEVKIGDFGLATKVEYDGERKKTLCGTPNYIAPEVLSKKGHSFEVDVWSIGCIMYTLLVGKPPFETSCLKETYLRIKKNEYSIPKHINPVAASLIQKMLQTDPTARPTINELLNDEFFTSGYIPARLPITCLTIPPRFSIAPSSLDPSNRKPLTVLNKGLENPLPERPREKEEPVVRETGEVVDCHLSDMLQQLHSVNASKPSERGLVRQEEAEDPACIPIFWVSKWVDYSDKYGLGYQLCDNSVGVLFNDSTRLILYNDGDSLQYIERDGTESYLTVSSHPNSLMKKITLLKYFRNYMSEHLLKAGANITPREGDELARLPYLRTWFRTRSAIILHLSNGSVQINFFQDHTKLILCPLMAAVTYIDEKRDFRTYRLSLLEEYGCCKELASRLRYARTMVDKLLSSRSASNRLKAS
EPAC1 antagonist: EPAC1 (human) antagonism. actives 0.14% (n = 360,000). O95398. Potency, µM (top dose mostly 115 µM), inactives show at the top dose activity change, negative = inhibition, hits mostly inhibitors. EPAC1 GEF assay, Rap1b-BODIPY-GDP exchange fluorescence;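 also: potency is read from the fitted curve at half-maximal effect; plate controls were vehicle for no effect and positive control for full effect; nearly all actives have a fitted effect of over 50% in size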
PI5P4K alpha inh: inhibitors of human PI5P4K alpha | PI5P4Kalpha enzyme, ADP-Glo luminescence, 60 min; stronger effect = lower value | AID 652105 | actives 1.2% (n = 330,000) | max response, % | P48426; active = max response of -50% or lower; inconclusive = between -30% and -50%; inactive = -30% or higher; also: value at the top dose of about 77 µM; % is scaled to controls: 0 for no effect and ±100 for the full control effect
Target sequence (P48426 whole entry, looked up): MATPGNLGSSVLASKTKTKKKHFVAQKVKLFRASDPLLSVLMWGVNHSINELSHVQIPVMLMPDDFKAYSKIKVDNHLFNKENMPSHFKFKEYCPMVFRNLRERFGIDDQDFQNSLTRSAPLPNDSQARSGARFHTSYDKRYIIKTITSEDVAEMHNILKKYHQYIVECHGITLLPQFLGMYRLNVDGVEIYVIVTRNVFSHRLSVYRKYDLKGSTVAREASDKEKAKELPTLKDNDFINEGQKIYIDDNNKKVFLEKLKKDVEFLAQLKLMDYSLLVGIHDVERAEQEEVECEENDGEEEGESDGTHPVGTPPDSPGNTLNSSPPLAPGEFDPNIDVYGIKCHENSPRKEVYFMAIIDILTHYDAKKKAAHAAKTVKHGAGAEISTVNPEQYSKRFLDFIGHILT
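Compounds were pin-transferred onto PI5P4Kalpha and substrate in HEPES pH 7.4 buffer with EGTA, CHAPS and 5% DMSO. ATP (5 microM final) started the reaction, which ran 60 minutes at room temperature before ADP-Glo detection.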
CCT chaperon mod: changes cytosolic chaperonin activity. AID 651819. actives 0.3% (n = 360,000). purified chaperonin ATPase assay, HTRF ADP detection, 30 min. activity change, % (concentration not given with the values), hits read low; in the data active = activity change below about -30%; also: % is scaled to controls: 0 for no effect and ±100 for the full control effect
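TRiC (40 or 20 nM final, by batch activity) in 30 mM Tris pH 7.4, 100 mM KCl, 5 mM MgCl2, 1 mM DTT was treated with compound at 76 uM single dose, then 10 uM ATP, 30 min at 37 °C. ADP was read by HTRF Transcreener.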
IL2 activator: IL-2 activation | activation, % (series mostly up to about 46 µM) | actives 0.065% (n = 360,000) | IL-2 activation reporter assay, cell-based qHTS; stimulated with anti-CD3/CD4/CD28 beads; in transgenic mouse T cells | AID 652025; in the data active = activation above about 50%; inconclusive = mostly about 30% to 49%; also: 0% is about no effect
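Using fluorescent plate cytometry, EGFP and DsRed are detected in transgenic mouse T cells stimulated 18 h at 37 degrees C with antibody-coated beads after 60 min compound pretreatment.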
EPAC1 agonist: agonists of human EPAC1. O95398. EPAC1 agonist qHTS, biochemical assay; response scale: 100% = response to 6.5 mM cAMP. Potency, µM (doses to about 154 µM), for the others: at the highest dose activation, hits mostly activators. actives 0.073% (n = 360,000). AID 720707; also: potency is read from the fitted curve at half-maximal effect; nearly all actives have a fitted effect of over 60% in size
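Normalized to 6.5 mM cAMP, activity reflects EPAC1-catalysed release of BODIPY-GDP from Rap1B, followed kinetically over 30 min at 480 nm excitation, 540 nm emission. Reaction contained 100 nM EPAC1, 250 nM Rap1B-BODIPY-GDP, 50 uM GDP.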
WRN inhibitor: blocks human WRN helicase | Q14191 | WRN helicase unwinding, fluorescent forked duplex, kinetic | Potency, µM (doses to about 114 µM), inactives show at the highest dose activity change, negative = inhibition, actives largely listed as inhibitors | actives 0.46% (n = 360,000); also: potency is read from the fitted curve at half-maximal effect; % is scaled to controls: 0 for no effect and ±100 for the full control effect; nearly all actives have a fitted effect of over 55% in size
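WRN at 20 nM final was preincubated with compound for 15 min at room temperature; reaction started with 100 nM forked duplex oligonucleotide carrying fluorophore and quencher plus 2 mM ATP (final). Unwinding followed kinetically by red fluorescence (ex 525/em 598 nm).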
EPAC2 ag: activates human EPAC2 exchange factor; EPAC2 activation, biochemical qHTS; response scale: 100% = 6.5 mM cAMP response; Potency, µM (series often up to 154 µM), inactives show top-dose activation, most hits filed as activators; actives 0.079% (n = 360,000); AID 720711; also: potency is read from the fitted curve at half-maximal effect; nearly all actives have a fitted effect of over 50% in size
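Nucleotide exchange monitored as fluorescence drop when BODIPY-GDP leaves Rap1B. Reaction: 100 nM EPAC2, 250 nM RAP1B-BODIPY-GDP, 50 uM GDP, room temperature, kinetic read over 30 min. Activity expressed relative to 6.5 mM cAMP.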
Starred values were filed as active, the others as inactive; ? = inconclusive; . = not tested or not shown; [ ] = another dose, or the depositor's remark. Unless noted, calls follow the shape of the dose curve; as a rule, active = well fitted curve in the direction sought with a large enough effect; inconclusive = small, poorly fitted or top-dose-only effect, or another doubt; inactive = no such curve, though single readings can be large; an effect the other way counts as inactive or inconclusive. The list is partial. The share of hits here may be higher or lower than overall.

SMILES	PLK1 PBD inh	EPAC1 antagonist	PI5P4K alpha inh	CCT chaperon mod	IL2 activator	EPAC1 agonist	WRN inhibitor	EPAC2 ag
Cc1ccc(NC(=O)c2sc(Cl)nc2C)c(C)c1	-1%	19%	3	-0.3	0.9	10%	-4%[57.1 µM]	-4%
Cc1ccc(OCCCCNC2CCCC(C)C2C)c(C)c1 (stereo not given)	-7%	-12%	-3	2.3	-0.2	-1%	-10%	?
O=C(NCC1COc2ccccc2O1)c1ccc(-n2cncn2)c([N+](=O)[O-])c1 (stereo not given)	-8%	-8%	-3	1.2	-2.0	5%	-5%	0%
Oc1ccc2ccccc2c1CNc1ccccn1	?	-18%	4	-0.7	0.3	5%	-4%	17%
CC1=C([N+](=O)[O-])C(c2ccc3c(c2)OCO3)N(C)C(=O)N1C (stereo not given)	8.4µM*	-16%	?	-4.5	-0.6	9%	?	2%
O=C(COc1ccc(F)cc1)Nc1nnc(C2CC2)s1	-13%	-1%	-1	-1.3	-4.3	6%	-7%	0%
COc1ccc(C(=O)N(CCc2ccccc2)Cc2ccccc2)c(OC)n1	3%	-19%	11	-2.3	0.0	10%	-6%	7%
COc1ccccc1-c1nnc(C2CCN(S(=O)(=O)c3ccc([N+](=O)[O-])cc3)CC2)o1	-7%	11%	3	-2.1	1.4	-2%	-7%[57.1 µM]	13%
CCOc1ccc(CCNC(=O)COC(=O)COc2ccc(C(=O)CC)cc2)cc1OCC	1%	11%	0	-0.8	2.0	-12%	6%	-12%
CCCCOc1cccc(C(=O)Nc2ccc(N3CCN(CC)CC3)cc2)c1	0%	7%	-3	-1.3	-1.2	0%	6%	-7%
COc1ccc(/C=C/c2nc(-c3ccccc3)cc(=O)[nH]2)cc1	-3%	-11%	15	-1.2	-0.3	4%	-1%	-1%
CCOC(=O)N/N=C/c1cn(Cc2ccc(F)cc2)c2ccccc12	5%	9%	2	1.4	-0.1	-9%	3%	2%
Clc1ccc(N/N=C/c2cccs2)nn1	-3%	-14%	-14	-1.2	5.7	0%	-2%	-4%
CCCNC(=O)c1onc(CSc2ccc(Cl)cc2)c1C(=O)NCC1CC1	-29%	-14%	5	0.6	1.3	-10%	-9%	9%
C=CCOc1ccc(C2N3CC4(C)CN2CC(CCC)(C3)C4=O)cc1 (stereo not given)	2%	-3%	0	-1.5	-0.4	5%	-7%	11%
COc1ccc(CNC(=O)C(c2ccco2)N(C(=O)Cc2cccs2)c2cccnc2)cc1 (stereo not given)	-4%	-13%	10	-0.2	0.1	5%	7%	-1%
Cc1cc(C)c(S(=O)(=O)NC2CC(C)(C)NC(C)(C)C2)cc1Br	2%	11%	-3	1.0	1.8	3%	12%	12%
O=C(Nc1ccc(S(=O)(=O)NCC2CCCO2)cc1)C1CC(=O)N(c2ccccc2)C1 (stereo not given)	2%	-9%	-5	-1.0	-1.0	-5%	-1%[57.1 µM]	-2%
N#C/C(=C(/O)c1ccco1)c1nc2ccccc2[nH]1	-5%	18%	4	-2.3	-0.9	8%	-9%	8%
CC(C)CC(NC(=O)C(NC(=O)OC(C)(C)C)C(C)C)C(N)=O (stereo not given)	5%	3%	0	-1.0	2.9	-2%	1%	-2%
CN(C)/C=N/c1cnc(C(=O)c2ccc(Cl)cc2)n1C	-6%	0%	-6	-0.9	-3.8	-1%	8%	6%
CCC1CCCCN1C(=O)c1c(-c2ccccc2)noc1C (stereo not given)	3%	-5%	5	-5.8	0.1	0%	-2%	-7%
O=C(CCCn1c(SCc2cccc([N+](=O)[O-])c2)nc2ccccc2c1=O)NCC1CCCO1 (stereo not given)	-11%	-6%	2	-1.2	-2.5	2%	-11%	2%
O=C(c1ccc(F)cc1)N(NC(=O)C(O)(c1ccccc1)c1ccccc1)c1ccccc1	-1%	2%	-1	1.0	-0.9	-8%	-2%	-5%
CCOC(=O)COc1ccc(Cl)cc1C1NC(=O)NC(C)=C1C(C)=O (stereo not given)	-5%	-10%	0	-2.5	0.2	-3%	-18%	9%
c1ccc([C@H]2CN3CCSC3=N2)cc1	-12%	1%	-3	-1.1	0.1	4%	7%	6%
CN(C)S(=O)(=O)c1cccc(NC(=O)COC(=O)c2cc(-c3cccc(Br)c3)nc3ccccc23)c1	6%	6%	-2	-0.3	-0.1	12%	-5%	-1%
O=c1[nH]n2c(=O)c3c([nH]c2c1N=Nc1cccc(Cl)c1)CCC3	?	10%	-58*	-1.7	-0.3	-2%	?	11%
CCOC(=O)N1CCN(C(=O)CCCOc2ccccc2)CC1	-9%	30%[activator]	.	-3.3	0.8	-4%	8%	0%
C=Cc1ccc(Cn2nc(-c3ccccc3)ccc2=O)cc1	7%	-7%	14	-1.4	4.5	8%	6%[57.1 µM]	3%
C=CCOc1c(Br)cc(CNn2c(C)n[nH]c2=S)cc1OC	-6%	6%	-6	-0.4	-0.7	4%	-25%	10%
CCO[C@H]1OC(C(N)=O)=C[C@@H](C2CCCCC2)[C@@H]1CCCO	-1%	-16%	-3	-1.1	0.1	3%	-2%	0%
COCC(C)NC(=O)CCc1nnc(C2(c3ccc(Cl)cc3)CCC2)o1 (stereo not given)	-3%	9%	3	0.1	1.1	-2%	3%	1%
COc1ccc(C(=O)NN=C2CCCC2)c(OC)c1	-8%	-7%	1	-1.4	-0.7	6%	1%	5%
O=C(O)[C@H]1CCCC[C@H]1C(=O)Nc1ccc(S(=O)(=O)N2CCCCC2)cc1	-3%	0%	-1	1.3	-1.2	1%	2%	1%
Cc1ccc(CN2CCN(/N=C\C=C\c3ccccc3)CC2)cc1	-9%	-30%	6	0.8	-0.8	19%	-33%	?
Cc1ccc(CNC(=O)c2ccccc2SCC(=O)NCC2CCCCC2)cc1	7%	1%	-9	-1.5	0.1	-15%	-14%	-7%
Cc1n[nH]c(C)c1Sc1ccccc1N	0%	-4%	-3	0.9	-2.3	1%	?	7%
O=C(Cn1cccc1C(=O)c1ccccc1)NCc1ccc2c(c1)OCO2	-7%	20%	0	-2.4	0.3	6%	-2%	4%
Cc1ccc(NC(=O)CN(c2ccc3c(c2)OCO3)S(=O)(=O)c2c(C)n[nH]c2C)cc1	-9%	2%	-6	-1.3	2.2	-10%	3%	-6%
Cc1ccc(S(=O)(=O)/N=C2\C=C(NS(=O)(=O)c3ccc(C)cc3)C(=O)c3ccccc32)cc1	?	-18%	-25	-2.0	2.8	8%	-8%[11.6 µM]	14%
CCN1CCN(C(=O)CN(Cc2ccccc2)S(C)(=O)=O)CC1	-14%	4%	-7	-0.5	-0.8	-2%	12%	2%
COCCCN1C(=O)C(CC(=O)NCCc2ccccn2)CC(C(=O)N(C(C)C)C(C)C)=C1C (stereo not given)	-3%	0%	-5	0.3	4.2	9%	1%	3%
CCN(CC(=O)NCc1cccs1)C(=O)c1ccc(NS(=O)(=O)c2ccc(F)cc2)cc1	-1%	7%	5	0.3	-2.5	-3%	13%	15%
O=C(Cn1cnc2ccccc2c1=O)NNC(=O)c1ccccc1	-13%	-8%	-9	-1.8	-0.2	9%	-2%	5%

Of the compounds above, these have a thiophene ring, fused or not:
SMILES	PLK1 PBD inh	EPAC1 antagonist	PI5P4K alpha inh	CCT chaperon mod	IL2 activator	EPAC1 agonist	WRN inhibitor	EPAC2 ag
Clc1ccc(N/N=C/c2cccs2)nn1	-3%	-14%	-14	-1.2	5.7	0%	-2%	-4%
COc1ccc(CNC(=O)C(c2ccco2)N(C(=O)Cc2cccs2)c2cccnc2)cc1 (stereo not given)	-4%	-13%	10	-0.2	0.1	5%	7%	-1%
CCN(CC(=O)NCc1cccs1)C(=O)c1ccc(NS(=O)(=O)c2ccc(F)cc2)cc1	-1%	7%	5	0.3	-2.5	-3%	13%	15%

Going on with the list:
SMILES	PLK1 PBD inh	EPAC1 antagonist	PI5P4K alpha inh	CCT chaperon mod	IL2 activator	EPAC1 agonist	WRN inhibitor	EPAC2 ag
CCSc1nc2ccccc2n1CC(=O)N1CCOCC1	-16%	10%	1	-5.0	-3.3	-7%	3%	11%
CC(C)C(OC(=O)CN1C(=O)c2ccccc2C1=O)C(=O)NC1CCCC1 (stereo not given)	-4%	10%	6	2.1	0.8	9%	-3%	4%
C=CCN(CC(=O)NC1CCS(=O)(=O)C1)S(=O)(=O)c1ccccc1C(F)(F)F (stereo not given)	-6%	-6%	7	-4.4	-1.4	-2%	1%	1%
CCN(C(=O)CSc1cc(C)c2ccc(OC)cc2n1)C1CCS(=O)(=O)C1 (stereo not given)	-9%	-6%	3	-1.4	-1.5	8%	2%	16%
O=C(CCSc1nnc2ccccn12)Nc1ccc2c(c1)OCO2	-6%	3%	-7	1.5	0.2	-1%	-6%	12%
CC(C)Oc1ccc(CNC(=S)Nc2ccccc2)cc1Cl	-2%	-11%	0	-1.2	-2.4	10%	-5%	7%
O=S1(=O)CCO[C@H]2Cc3ccccc3[C@H]2N1Cc1ccc(F)cc1	-5%	-13%	1	1.1	0.0	-7%	-4%	13%
O=C(COC(=O)c1cc(S(=O)(=O)N2CCCCC2)ccc1Cl)NC1CCS(=O)(=O)C1 (stereo not given)	0%	-16%	1	-0.6	-0.6	3%	-2%	1%
COc1ccc(Cl)cc1NC(=O)NC(C)c1ccncc1 (stereo not given)	-8%	7%	.	-1.7	-0.6	10%	-3%	5%
N#Cc1nc(COc2ccc(F)cc2)oc1N1CCCCC1	3%	2%	-6	-0.9	0.0	6%	4%	11%
O=[N+]([O-])c1ccc(COc2ccccc2CN2CCCC2)cc1	-10%	-3%	-14	0.5	-0.2	-11%	1%	3%
Cc1sc2nc(SCC(=O)Nc3ccc(Cl)c(C(=O)O)c3)[nH]c(=O)c2c1C	-26%	-8%	-5	-4.6	5.7	-2%	-6%	-2%
CCN(CC(=O)Nc1c(F)cccc1F)C(=O)/C=C/c1cn(Cc2ccccc2)nc1-c1cccnc1	6%	0%	-9	-2.9	-1.0	2%	-17%	-2%
CCCNC(=O)c1cc(C2CCCCN2S(=O)(=O)Cc2cccc(C(F)(F)F)c2)on1 (stereo not given)	-6%	-8%	-1	1.1	-0.5	-1%	-8%	-10%
O=C(Nc1ccccn1)c1csc2c1CCCC2	-4%	-17%	0	0.7	-0.3	-1%	5%	2%
